# 14-3-3 PPI = 14-3-3 gamma protein interaction modulation; FP, 14-3-3gamma / TMR-pS259-Raf peptide binding; inhibition, % at 40 µM; actives 0.19% (n = 160,000); in the data active = inhibition above about 30%;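 note: 0% = protein plus tracer without compound and 100% = blank with tracer alone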
# Target sequence (P61981 whole entry, looked up): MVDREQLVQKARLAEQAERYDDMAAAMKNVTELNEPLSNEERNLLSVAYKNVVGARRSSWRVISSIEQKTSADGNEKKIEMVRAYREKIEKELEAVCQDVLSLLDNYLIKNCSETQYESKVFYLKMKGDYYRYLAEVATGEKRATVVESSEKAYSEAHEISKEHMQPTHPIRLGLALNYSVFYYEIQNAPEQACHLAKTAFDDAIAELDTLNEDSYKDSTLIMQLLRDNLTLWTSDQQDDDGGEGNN
# * = called active by the depositor; & = joins results of further samples. Not all compounds are listed (hit frequency here may not be typical).
SMILES,14-3-3 PPI
CCOc1ccc(NC(=O)Nc2ccc(N(C)C(C)=O)cc2)cc1,-1
CN(CCNC(=O)c1cc(-c2ccncc2)nc2ccccc12)Cc1ccccc1,1
C#CCn1c2ccccc2c2nc3ccccc3nc21,1
CC(C)NC(=O)C1CCC(=O)N1Cc1ccc(F)cc1 (centres undefined),0
CCOC(=O)c1c(-c2ccccc2)[nH]c2ccc(O)cc12,-4
O=C(Nc1cc2nn(-c3ccccc3)nc2cc1Cl)c1ccco1,6
OCc1n[nH]c(CO)n1,-1
COc1ccc(-c2ccc3c(N)c(C(=O)Nc4ccc(C)cc4C)sc3n2)cc1OC,-10
CC(=O)Nc1ncc(S(=O)(=O)c2ccc([N+](=O)[O-])cc2)s1,7
COc1cccc(CNc2ncn[nH]2)c1OCc1ccccc1F,-3
COC(=O)Nc1nnc(Cc2ccc(OC)cc2)s1,-5
CCCn1c(=S)[nH]c2cc(C(=O)N3CCN(c4ccccn4)CC3)ccc2c1=O,-1
COc1ccc(-c2nn(-c3ccccc3)cc2C2NC(=O)NC(C)=C2C(=O)OC(C)C)cc1Br (centres undefined),-6
CCOc1ccccc1-n1c(COc2ccc(C)cc2)nnc1SCC(N)=O,-2
Cn1nnnc1SCC(=O)c1c(N)n(C)c(=O)n(C)c1=O,-3
COc1ccccc1NC(=O)C(=O)NCc1ccc(Cl)cc1,-4
Cc1ccccc1CN1CCC(N(C)Cc2ccccc2)CC1,-7
COc1ccc(N2CCN(C(=O)Cn3nnc(-c4cccs4)n3)CC2)cc1,0
Cc1ccc2c(c1)c1c3n2CC(O)CN=C3CCC1 (centres undefined),-15
Cn1ccnc1SCC(=O)Nc1ccc2nc(SCC(=O)NC3CC3)sc2c1,-5
COc1ccc(C2/C(=C(\O)c3cc(C)ccc3C)C(=O)C(=O)N2CCN(C)C)cc1OC (centres undefined),-3
COc1ccc(-c2nn(C)c3sc(C(=O)N4CCN(c5cc(Cl)ccc5C)CC4)cc23)cc1OC,-14
CN(CCCNC(=O)CN1C(=O)CC(C)(C)S(=O)(=O)c2ccccc21)C1CCCCC1,-2
CCOC(=O)CSc1ccc(S(=O)(=O)N2CCCC2)cc1[N+](=O)[O-],2
CCOc1ccc(CNCC2(c3ccccc3)CCCC2)cc1OC,-6
# (listing goes on)
SMILES,14-3-3 PPI
c1ccc(-c2nnnn2CCOCCn2nnnc2-c2ccccc2)cc1,-7
COc1cccc(-c2nnc(NC(=O)c3ccccc3Br)o2)c1,-3
COCCN(CC(=O)Nc1ccccc1)S(=O)(=O)c1ccc(S(=O)(=O)N2CCCC2)cc1,4
O=c1c2c3nc4ccccc4nc3n(-c3ccc4c(c3)OCCO4)c2ncn1C1CCCC1,-4
COC(=O)c1ccc(NC(=O)NS(=O)(=O)c2ccc(C)cc2)cc1,-3&-1
COc1ccc(C2N=C(SC)NC(C)=C2C(=O)Nc2ccccc2)cc1 (centres undefined),-8
Cc1nc(N2CCc3ccccc3C2)[nH]c(=O)c1CCC(C)C,-1
CCOC(=O)C1=C(C)NC(=O)NC1c1ccc(OCCO)c(OC)c1 (centres undefined),-18
COc1ccc(-c2cc(C(F)(F)F)n3nc(C(=O)Nc4ccc(C)c(C)c4)cc3n2)cc1,-8
OCC#CCSc1nc2ccccc2s1,0
Nc1c(C(=O)OCC2CCCO2)c2nc3ccccc3nc2n1C1CCCCC1 (centres undefined),0
O=C(NC1CCCC1)C1CCCN1S(=O)(=O)c1cccc2cccnc12 (centres undefined),-9
Cc1cccc(NC(=O)c2cc3c(=O)[nH]c4ccccc4c3n2C)n1,-25
O=C(CN1C(=O)c2ccccc2C1=O)Nc1ccc(O)cc1,-6
O=C(O)C1CSC(c2ccc3c(c2)OCO3)N1 (centres undefined),-4
CC(C)(C)NC(=O)CN(C(=O)C1CSC(=O)C1)c1ccc2c(c1)OCCO2 (centres undefined),-1
O=C(Nc1cc(Cl)ccc1N1CCOCC1)c1cnccn1,4
O=C(CC1Nc2c3ccccc3nc(=S)n2C1=O)NCCC1=CCCCC1 (centres undefined),-28
COC(=O)c1ccc(C2C3=C(CC(c4ccc(C)cc4)CC3=O)Nc3ccccc3N2C(=O)CCC(=O)O)cc1 (centres undefined),-2
N#CCSc1nc2ccc(N3CCOCC3)cc2c(=O)n1Cc1ccccc1,-6
COC(=O)c1ccc(OC(=O)CN2C(=O)c3cccc([N+](=O)[O-])c3C2=O)cc1,-34
CC(=O)N(Cc1ccccc1)c1ncc2c(n1)c(=O)c(C#N)c1ccccn12,4
COCCN1C(=O)c2ccccc2C(C(=O)NCc2cccnc2)C1c1c[nH]c2ccccc12 (centres undefined),-1
O=C1C2C3c4ccccc4C(c4ccccc43)C2C(=O)N1c1ccc2ccccc2c1 (centres undefined),3
CN(Cc1ccco1)C(=O)c1ccc2c(c1)N(Cc1cccc(F)c1)C(=O)c1ccccc1S2,-37
# Other structures follow.
SMILES,14-3-3 PPI
COc1ccc(OCC(=O)Nc2ccccc2C(=O)N2CCCC2)cc1,-3
Cn1[nH]c(=O)c2ccccc2c1=O,0&-5
CCCCOC(=O)c1c(C)oc2c1cc(NS(=O)(=O)c1ccc(F)cc1)c1ccccc12,-24
CC1=C(C(=O)OC2CCCCCC2)C(c2cccc([N+](=O)[O-])c2)C2=C(CCCC2=O)N1 (centres undefined),2
Cc1cccc2c1C(=O)C(=O)N2,-2
Nn1c(SCC(=O)Nc2ccc(F)cc2F)nnc1-c1cccnc1,-7
CCN1CCCC1CNC(=O)c1sc2ncnc(N(C)c3ccccc3)c2c1C (centres undefined),2
Cc1c(C(=O)OCC2CCCO2)[nH]c2c1C(=O)CC(c1ccc(N(C)C)cc1)C2 (centres undefined),-7
CCCCCn1c(CN2CC(C)OC(C)C2)nc2c1c(=O)n(C)c(=O)n2C (centres undefined),-2
O=C(NCc1ccccc1Cl)c1ccc2c(=O)n(Cc3ccccc3)c(=S)[nH]c2c1,0
Cn1ncc2c(Nc3ccc(-c4ccccc4)cc3)ncnc21,-2
O=C(CSc1ncccn1)NCc1ccc(F)cc1,-8
Cn1cnnc1SCC(=O)Nc1ccccc1C#N,-9
CCC(C)NC(=O)C1CCCN(S(=O)(=O)N2CCC(C)CC2)C1 (centres undefined),1
CCc1ccccc1OCCCCCNCCO,-1
CCOC(=O)c1sc(N)nc1-c1ccc([N+](=O)[O-])cc1,5
CCOC(=O)C1CCN(C(=O)CCCCn2c(=O)[nH]c3ccccc3c2=O)CC1,0
Cc1nc2ccc3nc(NC(=O)C45CC6CC(CC(C6)C4)C5)sc3c2s1,-9
CC(C)CC(=O)N1CCN(S(=O)(=O)c2ccc(F)cc2)CC1,2
COCCNC(=O)CN(C(=O)Cn1nnc2ccccc21)c1ccccc1,-6
CC(=O)N1CCc2cc(S(=O)(=O)NC3CCCC3)ccc21,0
O=C(Nc1ccc(Br)cc1)c1cc(-c2ccc(F)cc2)on1,0
CSc1nc2c(c(=O)n(C)c(=O)n2C)n1Cc1ccc(Cl)cc1,0
CN(C(=O)c1cccc(C#N)c1)c1nnc(C2CCCO2)s1 (centres undefined),-1
C=C(C)CSc1nc2sc3c(c2c(=O)n1CCc1ccccc1)CC(C)(C)OC3,7
# (listing goes on)
SMILES,14-3-3 PPI
COc1ccccc1OCC(=O)N1CCN(c2ccccc2OC)CC1,-1
Cc1cc(C)c(S(=O)(=O)Nc2nc(C)cc(C)n2)c(C)c1,-3
COC(=O)c1nc(N)sc1-c1ccccc1,2
O=C1ONC2(CCCCCC2)Nc2ccccc21,5
O=C(NCc1ccc2c(c1)OCO2)c1ccc(N2CC3CC(C2)c2cccc(=O)n2C3)c(NS(=O)(=O)c2ccc(Cl)cc2)c1 (centres undefined),-14
Cc1cc(NCCOCCO)n2ncc(-c3ccc(Cl)cc3)c2n1,-4
Cc1c(Cl)cccc1NS(=O)(=O)c1ccc(NS(=O)(=O)c2ccc3c(c2)OCCO3)cc1,-11
CCS(=O)(=O)N1CCC(C(=O)NC2CCCC(C)C2C)CC1 (centres undefined),1
COC(=O)C1=C(C)NC2=C(C(=O)CC(c3ccc(OC)cc3)C2)C1c1ccc2c(c1)OCO2 (centres undefined),-10
O=C(CN1CCCCC1)Nc1ccccc1NC(=O)CN1CCCCC1,-6
CCc1ccc(C2C(C(=O)OC(C)C)C(=O)CC(C)(O)C2C(=O)OC(C)C)cc1 (centres undefined),-6
Cc1[nH]nc2c1C(c1ccccn1)N(c1ccc(Br)cc1)C2=O (centres undefined),-10
Cc1cc(C)c2c(CN3CCN(C/C=C/c4ccccc4)CC3)cc(=O)oc2c1,-6
Cc1cccc(-c2noc(CN(C(=O)c3c(-c4ccccc4Cl)noc3C)C(C)C)n2)c1,7
CC1CC(C)(C)NC(=S)N1CCCC(=O)Nc1ccc(OC(F)(F)F)cc1 (centres undefined),0
CC1(C)C(C)(C)C1(F)C#Cc1ccccc1,-9
Cc1nc2ccccc2n1CC(=O)N1CC(=O)Nc2ccccc21,-4
COc1ccc(NC(=O)c2cccc(NC(=O)C3C4CC5OC(=O)C3C5C4)c2)c(OC)c1 (centres undefined),8
COc1cc(CNc2ccc(N3C(=O)C4CCCCC4C3=O)cc2[N+](=O)[O-])cc(OC)c1 (centres undefined),-6
Cc1nc(SCC(=O)Nc2ccc(F)cc2)c2oc3ccccc3c2n1,-4
CC(NC(=O)c1ccccc1)c1nc2ccccc2n1C(C)C (centres undefined),0
C=CCOc1cccc(C2C(C(=O)c3ccc(C)o3)=C(O)C(=O)N2CCN(C)C)c1 (centres undefined),-4
CCC1CCCCN1C(=O)Cn1c2ccccc2c(=O)c2cc(C)ccc21 (centres undefined),9
CCCC(=O)Nc1nn(CCC)c2nc3ccccc3cc12,-24
COc1ccccc1C1CC(=O)C2=C(C1)NC(C)=C(C(=O)OC1CCCC1)C2c1cc(OC)c(OC)c(OC)c1 (centres undefined),8

# 3 structures from above, sorted by length of the SMILES, ascending:
SMILES,14-3-3 PPI
O=C(O)C1CSC(c2ccc3c(c2)OCO3)N1 (centres undefined),-4
O=C(Nc1cc2nn(-c3ccccc3)nc2cc1Cl)c1ccco1,6
Cc1nc(SCC(=O)Nc2ccc(F)cc2)c2oc3ccccc3c2n1,-4

# (more compounds)
SMILES,14-3-3 PPI
CCOC(=O)c1sc(NC(=O)COC(=O)Cn2cnc3ccccc32)c(C(=O)OCC)c1C,-9
Cc1cccc(N2CCN(C(=O)CCNS(=O)(=O)c3ccc4c(c3)CCC(=O)N4)CC2)c1C,-3
O=C(CCCN1C(=O)c2cccnc2C1=O)Nc1ccccc1F,-4
CCCCCn1c(=S)[nH]c2cc(C(=O)Nc3cccc(C(F)(F)F)c3)ccc2c1=O,-11
Cc1ccc(CNC(=O)CCSCc2ccc(C)cc2)cc1,-11
CC1=CC(C)(C)Nc2cc(C)c(C)cc21,1
CC(=O)Nc1ccc(N2C(=O)C3C4CC(C(Br)C4Br)C3C2=O)cc1 (centres undefined),-11
Cn1c(=O)c2c(nc(NCc3ccco3)n2CCc2ccccc2)n(C)c1=O,-9
CCCCC1=NN(C(=O)c2ccccc2Cl)C(O)(C(F)(F)F)C1 (centres undefined),-1
Cc1ccnc(NC(c2ccc(C(F)(F)F)cc2)c2ccc3cccnc3c2O)c1 (centres undefined),-1
CCc1ccc(C(=O)CC2(O)C(=O)N(Cc3ccc(C)cc3)c3ccccc32)cc1 (centres undefined),-6
CCn1c(=O)n(CC)c2cc(S(=O)(=O)N3CCOCC3)ccc21,-8
Cc1cc2nn(-c3ccccc3)nc2cc1NC(=O)c1ccco1,-42
Clc1ccc(Cc2nn3c(-c4ccncc4)nnc3s2)cc1,-2
CCSc1nnc(NC(=O)c2ccc(C)c([N+](=O)[O-])c2)s1,3
O=C(CSc1nnc(-c2ccccc2)c(-c2ccccc2)n1)Nc1nccs1,3

# 24 entries from above, as tab-separated lines.
molecule	14-3-3 PPI
COc1ccc(NC(=O)c2cccc(NC(=O)C3C4CC5OC(=O)C3C5C4)c2)c(OC)c1 (centres undefined)	8
COc1cc(CNc2ccc(N3C(=O)C4CCCCC4C3=O)cc2[N+](=O)[O-])cc(OC)c1 (centres undefined)	-6
Cc1nc(SCC(=O)Nc2ccc(F)cc2)c2oc3ccccc3c2n1	-4
CC(NC(=O)c1ccccc1)c1nc2ccccc2n1C(C)C (centres undefined)	0
C=CCOc1cccc(C2C(C(=O)c3ccc(C)o3)=C(O)C(=O)N2CCN(C)C)c1 (centres undefined)	-4
CCC1CCCCN1C(=O)Cn1c2ccccc2c(=O)c2cc(C)ccc21 (centres undefined)	9
CCCC(=O)Nc1nn(CCC)c2nc3ccccc3cc12	-24
COc1ccccc1C1CC(=O)C2=C(C1)NC(C)=C(C(=O)OC1CCCC1)C2c1cc(OC)c(OC)c(OC)c1 (centres undefined)	8
CCOC(=O)c1sc(NC(=O)COC(=O)Cn2cnc3ccccc32)c(C(=O)OCC)c1C	-9
Cc1cccc(N2CCN(C(=O)CCNS(=O)(=O)c3ccc4c(c3)CCC(=O)N4)CC2)c1C	-3
O=C(CCCN1C(=O)c2cccnc2C1=O)Nc1ccccc1F	-4
CCCCCn1c(=S)[nH]c2cc(C(=O)Nc3cccc(C(F)(F)F)c3)ccc2c1=O	-11
Cc1ccc(CNC(=O)CCSCc2ccc(C)cc2)cc1	-11
CC1=CC(C)(C)Nc2cc(C)c(C)cc21	1
CC(=O)Nc1ccc(N2C(=O)C3C4CC(C(Br)C4Br)C3C2=O)cc1 (centres undefined)	-11
Cn1c(=O)c2c(nc(NCc3ccco3)n2CCc2ccccc2)n(C)c1=O	-9
CCCCC1=NN(C(=O)c2ccccc2Cl)C(O)(C(F)(F)F)C1 (centres undefined)	-1
Cc1ccnc(NC(c2ccc(C(F)(F)F)cc2)c2ccc3cccnc3c2O)c1 (centres undefined)	-1
CCc1ccc(C(=O)CC2(O)C(=O)N(Cc3ccc(C)cc3)c3ccccc32)cc1 (centres undefined)	-6
CCn1c(=O)n(CC)c2cc(S(=O)(=O)N3CCOCC3)ccc21	-8
Cc1cc2nn(-c3ccccc3)nc2cc1NC(=O)c1ccco1	-42
Clc1ccc(Cc2nn3c(-c4ccncc4)nnc3s2)cc1	-2
CCSc1nnc(NC(=O)c2ccc(C)c([N+](=O)[O-])c2)s1	3
O=C(CSc1nnc(-c2ccccc2)c(-c2ccccc2)n1)Nc1nccs1	3

# Screens from PubChem.
